Source: PubChem
12-LOX inh: inhibitors of human 12S-lipoxygenase ALOX12. purified 12hLO, xylenol orange hydroperoxide absorbance. AID 1671190. actives 1.1% (n = 580,000). P18054. Potency, µM (top dose mostly 108 µM), without a hit: top-dose activity change, negative = inhibition, most hits filed as inhibitors; note: potency is the fitted concentration of half-maximal effect; % is set by controls: 0 for no effect and ±100 for the full control effect
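Hydroperoxide product was detected by ferrous iron/xylenol orange as the 573 to 405 nm absorbance ratio. Arachidonic acid at 40 uM (final) was turned over for 30 min at room temperature by 150 nM human 12hLO, pH 7.0 Hepes buffer, after 15 min compound preincubation.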
TRHR ag: agonists of human TRH receptor | P34981 | TRHR cells, calcium flux fluo-8, FDSS agonist mode | activation, % at 2 µM | actives 0.18% (n = 360,000) | AID 493084; in the data active = activation above about 30%; note: 0% is about no effect
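In this calcium-flux screen, cells bearing human TRHR are dye-loaded with fluo-8, baselined for 10 cycles, then exposed to library compounds; positive kinetic calcium responses during the agonist phase mark hits, with TRH as control.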
APE1 inh: APE1 (human) endonuclease inhibition; P27695; Potency, µM (series often up to 65.8 µM), for the others: at the highest dose activity change, negative = inhibition, usual class: inhibitors; actives 0.35% (n = 350,000); AID 2517; recombinant APE1, TAMRA/BHQ-2 abasic DNA cleavage fluorescence;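 note: potency is the fitted concentration of half-maximal effect; plate controls were vehicle for no effect and reference inhibitor for full effect; nearly all actives have a fitted effect of over 55% in size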
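Enzyme (0.75 nM final) and test compound are incubated 15 min at room temperature before adding 50 nM quenched THF abasic-site duplex. Cleavage dequenches TAMRA, followed at 525/598 nm over three reads one minute apart.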
POLI inh: DNA polymerase iota (human) inhibition; Potency, µM (series often up to 115 µM), for the others: top-dose activity, negative = inhibition, hits mostly inhibitors; Pol iota fluorescent replication assay, 10 min; AID 588590; Q9UNA4; actives 1% (n = 390,000); note: potency is the fitted concentration of half-maximal effect
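Pol iota at 10 nM preincubated 15 min with compounds at room temperature; reaction started with fluorescent substrate, 50 nM final. Fluorescence read kinetically at 0 and 10 min; buffer-only wells as negative control.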
BLM inh: Bloom syndrome helicase (human) inhibition; actives 0.2% (n = 350,000); Potency, µM (highest dose often 56.1 µM), inactives show at the top dose activity change, negative = inhibition, hits mostly inhibitors; recombinant BLM DNA unwinding, fluorescence dequenching; AID 2528; P54132;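 note: potency is the fitted concentration of half-maximal effect; plate controls were vehicle for no effect and no enzyme for full effect; nearly all actives have a fitted effect of over 35% in size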
Pol kappa inh: inhibitors of human DNA polymerase kappa | Q9UBT6 | purified Pol kappa, fluorescent DNA synthesis assay, 10 min | Potency, µM (top dose mostly 107 µM), for the others: top-dose activity, negative = inhibition, actives largely listed as inhibitors | actives 0.53% (n = 400,000) | AID 588579; note: potency is the fitted concentration of half-maximal effect; % is set by controls: 0 for no effect and ±100 for the full control effect
Target sequence (Q9UBT6 whole entry, looked up): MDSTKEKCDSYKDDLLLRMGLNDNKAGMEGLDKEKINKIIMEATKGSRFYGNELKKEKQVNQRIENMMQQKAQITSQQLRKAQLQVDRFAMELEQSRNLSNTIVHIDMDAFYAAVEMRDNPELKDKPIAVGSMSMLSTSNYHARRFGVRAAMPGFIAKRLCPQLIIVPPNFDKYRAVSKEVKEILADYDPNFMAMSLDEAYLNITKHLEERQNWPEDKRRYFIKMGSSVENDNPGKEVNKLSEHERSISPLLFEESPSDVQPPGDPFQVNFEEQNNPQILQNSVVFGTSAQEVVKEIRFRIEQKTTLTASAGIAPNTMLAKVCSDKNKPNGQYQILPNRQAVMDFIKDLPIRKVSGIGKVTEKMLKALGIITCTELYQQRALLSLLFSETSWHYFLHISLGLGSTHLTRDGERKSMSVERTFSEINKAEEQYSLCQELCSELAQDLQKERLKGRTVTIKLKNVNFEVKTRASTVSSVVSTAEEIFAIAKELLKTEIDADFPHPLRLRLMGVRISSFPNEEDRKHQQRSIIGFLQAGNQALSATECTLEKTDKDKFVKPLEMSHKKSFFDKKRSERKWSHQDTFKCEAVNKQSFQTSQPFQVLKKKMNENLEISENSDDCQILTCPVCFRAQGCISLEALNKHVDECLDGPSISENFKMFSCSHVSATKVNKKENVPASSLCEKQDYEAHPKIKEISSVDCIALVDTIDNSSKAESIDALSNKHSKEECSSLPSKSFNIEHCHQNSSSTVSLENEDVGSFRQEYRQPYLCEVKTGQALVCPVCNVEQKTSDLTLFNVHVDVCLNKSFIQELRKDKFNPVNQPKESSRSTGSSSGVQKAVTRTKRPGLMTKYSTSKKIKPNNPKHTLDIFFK
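50 nM final substrate added after 15 min RT preincubation of 10 nM Pol kappa with compound; fluorescence read at 0 and 10 min.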
Anesthetic bind: candidate novel general anesthetic via apoferritin binding. Potency, µM (top dose mostly 77.5 µM), for the others: at the highest dose activity change, negative = displacement, usual class: inhibitors. actives 0.074% (n = 350,000). apoferritin/1-aminoanthracene competitive binding, fluorescence; note: potency is the fitted concentration of half-maximal effect; % is set by controls: 0 for no effect and ±100 for the full control effect; nearly all actives have a fitted effect of over 20% in size
Target sequence (P02791 2-175 limits assumed): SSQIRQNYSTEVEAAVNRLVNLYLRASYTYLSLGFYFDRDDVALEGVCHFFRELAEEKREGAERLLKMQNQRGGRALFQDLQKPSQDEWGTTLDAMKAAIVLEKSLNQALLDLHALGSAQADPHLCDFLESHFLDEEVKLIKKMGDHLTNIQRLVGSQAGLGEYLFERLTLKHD
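10 uM apoferritin + 50% sat. 1-AMA, PBS; cpd 10 min RT; Ex380/Em535 endpoint; normalized to free probe vs complex; 4-param Hill fit; propofol titration as pos. ctrl.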
ERG-DNA inh: blocks human ERG Ets domain binding to DNA; P11308; fluorescence polarization, His-ERG Ets domain / labelled DNA; Potency, µM (highest dose often 76.9 µM), for inactives: at the highest dose FP activity, negative = inhibition, actives largely listed as inhibitors; actives 0.028% (n = 370,000); AID 624246; active = well fitted inhibition curve with a large enough effect in the polarisation, with a control signal flat; inconclusive = small, poorly fitted or top-dose-only effect, or effect the other way, or a change in a side signal; inactive = no such curve, though single readings can be large or run the other way; the % refers to the polarisation;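 note: polarization taken with two DNA probes labelled with fluorescein and Texas red; potency is the fitted concentration of half-maximal effect; % of control where 0% means no effect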
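His-tagged ERG Ets domain (1 uM in the protein solution; 300mM KCl, 50mM Tris-HCl, 1mM EDTA, 1mM DTT, pH 7.5) received compound, then a probe mix of 5 nM fluorescein-DNA and 100nM Texas-615-DNA. Fluorescence polarization was read for both dyes.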
POLB inh: blocks human DNA polymerase beta activity | Potency, µM (series often up to 114 µM), for inactives: top-dose activity change, negative = inhibition, hits mostly inhibitors | Pol beta primer extension/strand displacement, fluorescence kinetic | actives 1.3% (n = 340,000) | P06746; note: potency is the fitted concentration of half-maximal effect; % is set by controls: 0 for no effect and ±100 for the full control effect
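Values derive from four-parameter Hill fits of normalized kinetic data: reads at 0 and 10 min following addition of 50 nM substrate to 10 nM Pol beta preincubated 15 min with compound.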
An asterisk follows results filed as active; ? = inconclusive; · = no result given; & = joins results of further samples; [ ] = dose if it differs, or a comment. Unless noted, calls come from the whole dose curve; as a rule, active = well fitted curve in the direction sought with a large enough effect; inconclusive = small, poorly fitted or top-dose-only effect, or another doubt; inactive = no such curve, though single readings can be large; an effect the other way counts as inactive or inconclusive.

SMILES	12-LOX inh	TRHR ag	APE1 inh	POLI inh	BLM inh	Pol kappa inh	Anesthetic bind	ERG-DNA inh	POLB inh
Cc1cc(NC(=O)CN2C(=O)NC(C)(c3ccccc3)C2=O)no1 (centres undefined)	16.6%	0.4	1.0%	13.3%	-3.5%	-3.1%	?	-14.7%	-0.7%
CC1CCC(NC(=O)C2c3ccccc3C(=O)N2Cc2ccc3c(c2)OCO3)CC1 (centres undefined)	-5.7%	0.3	-2.0%	79.4%[activator]	-3.7%	4.8%	-20.3%	-9.3%	-5.9%
COc1ccc(S(=O)(=O)Nc2cccc(-c3ccc(N4CCC(C)CC4)nn3)c2)c(OC)c1	-21.7%	0.0	·	19.7%	-7.1%	-15.0%[60.1 µM]	-9.0%	-0.3%	24.0%
O=[N+]([O-])c1ccccc1NCc1ccc(Cl)cc1	-3.8%	0.0	17.2%	-8.3%	-7.8%	-3.4%	8.91µM*	-7.2%	22.5%
CN(Cc1ccco1)S(=O)(=O)c1nnc(NC(=O)c2ccc(F)cc2)s1	4.6%	1.4	-1.0%	-7.2%	-4.8%	6.9%	-3.5%	-11.7%	5.0%
Cn1c(SCc2ccccc2Cl)nnc1-c1cnccn1	0.7%	-1.1	-3.1%	17.1%	-0.7%	-6.4%	0.3%	-1.1%	-26.1%
Cc1cccc(NC(=S)Nc2cccc(C)n2)n1	0.0%	-0.3	18.5%	-16.0%	0.4%	-14.0%	9.7%	-1.5%	4.4%
CCOC(=O)c1c(NC(=O)c2nn(CC)cc2Br)c(C#N)nn1-c1ccccc1	3.5%	0.3	0.9%	-8.7%[58.9 µM]	-4.9%	-0.9%	-1.0%	0.8%	-25.4%
CC(C)(C)OC(=O)N1CCN(c2ccc(CNC(=O)c3ccc(Cl)cc3)cc2)CC1	-10.3%	0.5	-6.2%	12.1%	-5.6%	-5.6%	6.0%	?	27.0%
O=C(Nc1c2c(nn1-c1ccccc1)CS(=O)C2)c1ccc2c(c1)OCO2 (centres undefined)	0.0%	0.6	2.9%	28.2%	-2.6%	-9.4%	-2.8%	1.5%	0.8%
COc1ccc(N(CC(=O)Nc2ccc(C)c(C)c2)S(=O)(=O)c2c(C)noc2C)cc1	-4.1%	1.0	-25.3%	29.0%	-13.2%	3.8%	-9.3%	9.8%	-4.2%
CN1C=CC=C/C1=C1\SC(=S)N(c2ccccc2)C1=O	?	-2.9	-4.6%	57.1%[activator]	-2.1%	-12.4%	-18.5%	9.0%	1.6%
CCOCCn1c(CCCO)nc2ccccc21	0.0%	0.3	3.0%	15.3%	-1.0%	-1.6%	-6.8%	-1.7%	21.2%
CCn1c(=O)n(-c2cccc(Cl)c2)c(=O)c2sc3ccccc3c21	-22.1%	-0.5	·	34.1%[activator]	-5.3%	2.9%	2.6%	-0.5%	13.6%
C(=C\c1nc(-c2ccncc2)no1)/c1ccccc1	5.4%	-0.3	1.7%	-6.3%	-6.3%	5.6%	-8.6%	-3.2%	5.2%
CCOC(=O)C(CCCP(=O)(c1ccccc1)c1ccccc1)(NC(C)=O)C(=O)OCC	-31.4%	0.5	1.3%	39.5%[activator]	0.1%	2.0%	-3.5%	2.9%	8.9%
COc1cc(C2C(C(=O)c3ccco3)=C(O)C(=O)N2c2cc(C)on2)cc(Br)c1O (centres undefined)	?	0.5	0.8%	?	-1.1%	-2.5%	-23.6%	9.4%	16.4%
O=C(CC1SC(=Nc2ccccc2)N(CCCO)C1=O)Nc1ccc(Cl)cc1 (centres undefined)	·	0.1	-6.0%	3.1%	-6.2%	-5.6%	9.8%	-10.5%	0.6%
O=C(CCCc1ccccc1)NC1CC(=O)N(c2cccc(F)c2)C1 (centres undefined)	5.7%	0.1	·	27.2%	0.9%	-1.3%[60.1 µM]	-0.2%	-0.8%	1.4%
CCN(C(=O)COC(=O)CCOc1cc(C)ccc1C)c1c(N)n(Cc2ccccc2)c(=O)[nH]c1=O	-2.5%	·	·	32.4%[activator]	·	-3.3%	·	-3.4%	·

Full records, looked up by structure.
`CC1CCC(NC(=O)C2c3ccccc3C(=O)N2Cc2ccc3c(c2)OCO3)CC1` (centres undefined) across the screens: 12-LOX inh = -5.7%; TRHR ag = 0.3; APE1 inh = -2.0%; POLI inh = 79.4%[activator]; BLM inh = -3.7%; Pol kappa inh = 4.8%; Anesthetic bind = -20.3%; ERG-DNA inh = -9.3%; POLB inh = -5.9%
`Cc1cccc(NC(=S)Nc2cccc(C)n2)n1` across the screens: 12-LOX inh = 0.0%; TRHR ag = -0.3; APE1 inh = 18.5%; POLI inh = -16.0%; BLM inh = 0.4%; Pol kappa inh = -14.0%; Anesthetic bind = 9.7%; ERG-DNA inh = -1.5%; POLB inh = 4.4%

(more compounds)
SMILES	12-LOX inh	TRHR ag	APE1 inh	POLI inh	BLM inh	Pol kappa inh	Anesthetic bind	ERG-DNA inh	POLB inh
O=S(=O)(NCc1csc(-c2cccnc2)n1)c1ccc(Br)cc1	0.1%	0.4	60.5%[activator]	24.2%	-0.1%	3.8%	-5.3%	6.4%	-6.9%
CC[C@@]1(c2ccccc2OC)ON(c2ccccc2C(F)(F)F)C1=O	-2.7%	0.6	-2.2%	11.0%	·	-2.8%	·	0.3%	·
CC1(C)CC(=O)C/C(=N/NC(=O)c2ccc(-c3ccccc3)cc2)C1	13.3%	3.1	-5.1%	47.2%[activator]	-6.3%	-9.8%	-16.7%	4.3%	-0.3%
CCC(=O)N1CCc2cc(S(=O)(=O)NCCC(=O)Nc3ccc(C)cc3C)ccc21	4.9%	-0.2	·	-9.6%	-1.3%	-1.5%	-14.6%	-0.9%	-11.4%
O=C(CN1C(=O)NC2(CCCC2)C1=O)Nc1ccc(F)c(Cl)c1	-1.9%	0.2	-2.9%	14.7%	-3.1%	-15.9%	-5.0%	-4.4%	47.7%
Cn1c(=O)oc2cc(S(=O)(=O)N3CCCC(C(=O)NCCc4ccccc4)C3)ccc21 (centres undefined)	-17.0%	-1.0	·	32.3%[activator]	-2.0%	-5.8%	-4.2%	-0.1%	2.0%
COc1cc(CNCCc2ccc(S(N)(=O)=O)cc2)ccc1OCC(=O)NC(C)(C)C	-0.8%	1.2	12.6%	10.9%	-9.1%	-11.3%	0.7%	-4.4%	-3.0%
Cc1ccc(-c2nnc(NC(=O)c3ccco3)s2)cc1	0.1%	2.8	26.8%[12.4 µM]	-17.6%	-1.7%	1.7%	-4.8%	21.8%	-24.1%
O=S(=O)(/N=C(/Nc1cc(N2CCOCC2)ncn1)c1ccc(F)cc1)c1ccccc1	0.1%&-15.7%	0.7	2.2%	15.4%&-5.5%	-1.1%	-1.7%&-8.8%	-9.2%	-0.2%&-6.6%	4.7%
Cc1ccc(N(C)S(=O)(=O)c2cc3c(cc2C)NC(=O)CO3)cc1	27.2%	0.5	6.1%	5.5%	-0.6%	-12.7%	-8.1%	-2.1%	0.7%
COC(=O)c1cc(C(=O)OC)n(Cc2ccc(Br)cc2)n1	-8.8%	-0.2	-5.4%	-4.7%	-2.8%	-10.0%	-12.0%	5.2%	-2.2%
COc1ccc2oc(=O)c(C(=O)Nc3cccc(C(=O)O)c3)cc2c1	0.2%	0.0	·	26.7%	-6.7%	5.0%	-1.2%	-2.0%	-13.5%
CCNC(=S)N1CCn2c(nc3ccccc32)C1	4.5%	-0.3	3.6%	24.0%	-0.3%	-5.9%	10.2%	·	2.5%
CC(C)c1ccc(S(=O)(=O)NCc2ccc3c(c2)CCN3C(=O)c2ccccc2)cc1	-18.1%	-0.2	·	16.3%	-3.1%	-8.0%[60.1 µM]	29.2%	3.3%	9.2%
Cn1c(=O)c2c(SCC(=O)N3CCOCC3)nc(C3CCCCC3)nc2n(C)c1=O	·	-0.2	-2.3%	·	-0.9%	·	-13.3%	·	6.5%
CCCCn1c(N)c(N(CCOC)C(=O)COC(=O)C(C)Oc2ccc(Cl)cc2)c(=O)[nH]c1=O (centres undefined)	-5.6%	0.4	17.7%	7.7%	·	-8.5%	·	8.3%	·
CNC(=O)C1CCC(Cn2c(=O)c3sccc3n(CC(=O)N3CCCC(C)C3)c2=O)CC1 (centres undefined)	-0.3%	0.1	·	?	-0.5%	0.0%	-9.3%	1.9%	45.2%
CN(Cc1cn(C)nc1-c1ccccc1F)CC1CCN(Cc2ccccc2)CC1	?	0.4	-1.9%	0.0%	4.6%	-2.5%	-5.9%	19.2%	0.3%
Cc1csc(=O)n1CC(=O)Nc1ccc(Cl)cc1F	-0.3%	-0.1	6.0%	-16.1%	·	-23.1%	·	3.4%	·
O=C(COc1ccc(S(=O)(=O)Nc2ccccc2)cc1)NCc1ccncc1	2.5%	0.6	5.4%	23.3%	-3.0%	-5.2%	-0.5%	2.4%	10.1%
Cc1nn(-c2cccc(Cl)c2)nc1C(=O)Nc1cccc(C(=O)NC2CC2)c1	10.2%	0.4	9.5%	18.5%	·	3.9%	·	8.5%	·
Cc1ccc(S(=O)(=O)Cn2nnnc2C(C(C)C)N2CCC(C(N)=O)CC2)cc1 (centres undefined)	13.2%	-0.2	14.0%	53.9%[activator]	-0.2%	-9.4%	-6.2%	-10.8%	6.3%
CCOC(=O)c1cc2c(=O)n3ccccc3nc2n(Cc2ccco2)c1=NC(=O)c1ccccc1Br	-1.2%	-0.6	·	14.1µM*	-11.2%	89.1µM*	267.6%[activator]	2.3%	?

Some of these compounds in order of count of non-hydrogen atoms, falling.
SMILES	12-LOX inh	TRHR ag	APE1 inh	POLI inh	BLM inh	Pol kappa inh	Anesthetic bind	ERG-DNA inh	POLB inh
CNC(=O)C1CCC(Cn2c(=O)c3sccc3n(CC(=O)N3CCCC(C)C3)c2=O)CC1 (centres undefined)	-0.3%	0.1	·	?	-0.5%	0.0%	-9.3%	1.9%	45.2%
Cn1c(=O)c2c(SCC(=O)N3CCOCC3)nc(C3CCCCC3)nc2n(C)c1=O	·	-0.2	-2.3%	·	-0.9%	·	-13.3%	·	6.5%
O=C(COc1ccc(S(=O)(=O)Nc2ccccc2)cc1)NCc1ccncc1	2.5%	0.6	5.4%	23.3%	-3.0%	-5.2%	-0.5%	2.4%	10.1%

An excerpt; count on the stated rates, not on these rows.
